Source: PubChem
S1P2 agonist – S1P2 (human) receptor agonism; S1P2-expressing cell line, agonist reporter read-out; activation, % at 4.5 µM; actives 0.46% (n = 97,000); in the data active = activation above about 16%;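 also: 0% = vehicle low control and 100% = maximal reference agonist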
EphB4 ephrin blk – blocks human EphB4 binding to ephrin-B2. AID 720. actives 0.15% (n = 97,000). EphB4 LBD / TNYL-RAW-Alexa532 peptide, fluorescence polarization. inhibition, % at 7 µM;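 active = inhibition above the screen-wide mean inhibition plus 3 SD, cut at about 15% in these data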;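 also: 0% = DMSO wells and 100% = excess unlabeled TNYL-RAW peptide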
Target sequence (P54760 whole entry, looked up, the tested form may be a part): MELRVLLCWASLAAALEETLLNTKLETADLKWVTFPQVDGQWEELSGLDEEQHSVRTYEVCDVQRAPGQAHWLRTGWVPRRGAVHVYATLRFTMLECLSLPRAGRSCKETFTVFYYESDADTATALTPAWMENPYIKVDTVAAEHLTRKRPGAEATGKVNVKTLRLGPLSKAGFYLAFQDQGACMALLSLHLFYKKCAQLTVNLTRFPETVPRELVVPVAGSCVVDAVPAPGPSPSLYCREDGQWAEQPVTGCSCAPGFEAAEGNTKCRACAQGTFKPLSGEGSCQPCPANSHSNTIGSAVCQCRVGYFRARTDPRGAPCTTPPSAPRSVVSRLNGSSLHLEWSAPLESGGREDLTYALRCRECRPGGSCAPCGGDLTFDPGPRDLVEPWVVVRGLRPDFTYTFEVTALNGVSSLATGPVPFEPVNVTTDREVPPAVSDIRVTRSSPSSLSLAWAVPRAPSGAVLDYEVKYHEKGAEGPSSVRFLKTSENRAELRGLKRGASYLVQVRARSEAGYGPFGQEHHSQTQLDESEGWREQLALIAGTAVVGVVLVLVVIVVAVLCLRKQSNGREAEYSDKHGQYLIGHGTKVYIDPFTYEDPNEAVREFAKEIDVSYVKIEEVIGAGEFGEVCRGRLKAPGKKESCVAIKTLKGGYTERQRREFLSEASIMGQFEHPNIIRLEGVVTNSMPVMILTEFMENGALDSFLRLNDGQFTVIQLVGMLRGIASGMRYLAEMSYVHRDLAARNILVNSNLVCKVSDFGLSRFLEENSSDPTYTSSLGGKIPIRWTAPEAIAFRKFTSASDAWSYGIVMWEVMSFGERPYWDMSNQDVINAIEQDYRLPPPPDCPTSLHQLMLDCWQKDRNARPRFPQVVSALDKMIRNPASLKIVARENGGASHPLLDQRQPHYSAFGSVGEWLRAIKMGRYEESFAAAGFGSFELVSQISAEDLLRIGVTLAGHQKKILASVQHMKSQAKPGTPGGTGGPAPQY
FAK inh – inhibitors of human focal adhesion kinase; inhibition, %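 (tested at 7 µM)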; biochemical FAK kinase activity assay; AID 727; actives 0.84% (n = 97,000); in the data active = inhibition above about 19%;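 also: 0% = DMSO and 100% = reference compound high control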
PostGolgi yeast – growth inhibition of a yeast mutant, post-Golgi transport screen | post-Golgi transport phenotypic cell assay | inhibition, % at 10 µM | actives 0.9% (n = 98,000);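 also: yeast cells grown in 1536-well plates; yeast grown about 18 h at 30C before absorbance read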
LYP act – increases human PTPN22 phosphatase activity; Q9Y2R2; activation, % at 2 µM; recombinant LYP, DiFMUP fluorescence; 0 = plate median, 100 = signal doubled; actives 0.11% (n = 96,000);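 active = activation at 2 µM above a set limit, the mean plus 5 SD, cut at about 37% in these data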
S1P2 antag – antagonists of human S1P2 receptor; O95136; cell-based S1P2 antagonist assay, inhibition at 5 uM; inhibition, % at 5 µM; actives 0.21% (n = 97,000); in the data active = inhibition above about 45%;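 also: CRE beta-lactamase reporter cells expressing human S1P2 stimulated with S1P; 0% = agonist at EC80 alone and 100% = agonist plus reference antagonist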
PostGolgi ctrl – yeast control strain growth, post-Golgi counter-screen; efflux-deficient yeast background strain, growth absorbance A615, 16 h; inhibition, % at 10 µM; actives 5% (n = 98,000)
LYP inh 2 – LYP (human) phosphatase inhibition; actives 0.21% (n = 96,000); inhibition, % at 2 µM; recombinant LYP catalytic domain, DiFMUP fluorescence;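 active = inhibition at 2 µM at or above a set limit, the screen mean plus 3 SD, cut at about 24% in these data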;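 also: 0% = DMSO with enzyme and 100% = enzyme fully blocked by orthovanadate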
HIV Rev-RRE inh – inhibitors of HIV-1 Rev-RRE RNA interaction | P05866 | AID 704 | actives 0.79% (n = 97,000) | Rev peptide-RRE RNA binding, FRET | inhibition, % at 8 µM;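 active = inhibition above the screen-wide mean plus 3 SD, cut at about 35% in these data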;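 also: 0% = median DMSO wells and 100% = median Neomycin B control wells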
Target sequence (P05866 whole entry, looked up): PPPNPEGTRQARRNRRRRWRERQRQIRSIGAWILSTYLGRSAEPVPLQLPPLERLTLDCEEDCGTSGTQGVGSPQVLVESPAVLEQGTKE
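System: Cy5-labelled duplex RRE RNA binding fluorescein-labelled HIV Rev peptide; Signal: fluorescein-to-Cy5 FRET, 480 nm excitation; Also added: labelled Rev peptide; Compound: one concentration, 8 µM nominal; Buffer or medium: HEPES pH 7.5 salt buffer with EDTA; Read-out: % inhibition of FRET ratio versus controls; Schedule: 5 min preincubation and 15 min binding, 25 °C.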
Active calls of the source: *; . = no result given. Rule as the data show it, unless noted: active = inhibition above about 30%; inactive = the rest.

Codes – A = S1P2 agonist; B = EphB4 ephrin blk; C = FAK inh; D = PostGolgi yeast; E = LYP act; F = S1P2 antag; G = PostGolgi ctrl; H = LYP inh 2; I = HIV Rev-RRE inh
CCN(CC)S(=O)(=O)c1ccc(NC(=O)C(C)N(c2ccc(OC)cc2)S(C)(=O)=O)cc1 (stereo not drawn)
  A: -3	B: 1	C: -1	D: -5	E: -6	F: -6	G: 10	H: 3	I: 12

CCN1C(=O)/C(=C2/C=CC=CN2C)SC1=S
  A: -4	B: 1	C: 2	D: -5	E: 21	F: 8	G: 13	H: -24	I: 5

CCOC(=O)C1=C(CN2CCN(c3ccc(F)cc3)CC2)NC(=O)NC1c1cccs1 (stereo not drawn)
  A: -3	B: 1	C: -2	D: 4	E: -8	F: 0	G: 1	H: 8	I: 3

CSc1ccc(S(=O)(=O)Nc2ccc(NC(C)=O)cc2)cc1
  A: -7	B: 2	C: 6	D: 1	E: -5	F: 2	G: 9	H: 7	I: 1

Cc1nn(CCC(=O)O)c2nc(-c3cccnc3)cc(C(F)(F)F)c12
  A: -6	B: -5	C: 2	D: 3	E: 4	F: 6	G: 8	H: -5	I: -1

NC(=O)C1CCN(C(c2ccccc2Cl)c2nnnn2CC2CCCO2)CC1 (stereo not drawn)
  A: -2	B: -5	C: -1	D: 3	E: -29	F: 5	G: 11	H: 29*	I: 0

CCCc1oc(C(=O)O)cc1CN
  A: -2	B: -1	C: 0	D: -6	E: 6	F: 0	G: -10	H: -5	I: 5

CO/N=C/NC(=O)c1c(OC)ccnc1Oc1ccc(F)cc1
  A: -6	B: -5	C: -8	D: -2	E: -6	F: 11	G: -6	H: 12	I: 2

Cc1ccc(C(c2nnnn2CS(=O)(=O)c2ccc(C)cc2)N2CCN(c3ncccn3)CC2)cc1 (stereo not drawn)
  A: -10	B: 4	C: 0	D: .	E: -3	F: 7	G: .	H: 2	I: 6

Cc1ccc(C)n1-c1sc2c(c1C#N)CCC(C)C2 (stereo not drawn)
  A: 0	B: -4	C: 3	D: -8	E: 17	F: -28	G: 3	H: -17	I: -2

Going on with the list.
Codes – A = S1P2 agonist; B = EphB4 ephrin blk; C = FAK inh; D = PostGolgi yeast; E = LYP act; F = S1P2 antag; G = PostGolgi ctrl; H = LYP inh 2; I = HIV Rev-RRE inh
O=C(CCSc1nc(-c2ccc3c(c2)OCO3)cc(C(F)(F)F)n1)NCc1ccco1
  A: -1	B: 2	C: 1	D: -1	E: -3	F: 23	G: 13	H: 3	I: 4

c1ccc2oc(SCc3cn4ccsc4n3)nc2c1
  A: -5	B: 3	C: -2	D: 2	E: -7	F: -23	G: -1	H: 8	I: 3

Cc1ccccc1C(=O)NCc1nnc(SCC(=O)N2CCN(c3ccccc3)CC2)n1C
  A: -5	B: -4	C: 0	D: 2	E: 2	F: -4	G: 16	H: 1	I: -2

CC(C)C12CN3CC(C(C)C)(CN(C1)C3c1ccc3c(c1)OCO3)C2=O (stereo not drawn)
  A: 0	B: -3	C: -2	D: 3	E: 6	F: 5	G: 13	H: -4	I: 5

CCOc1ccccc1C(=O)NCCCn1ccnc1
  A: -4	B: -1	C: 1	D: -2	E: -7	F: -10	G: 7	H: 7	I: 7

O=C1CC(C(=O)Nc2cccc3ccccc23)C2(CCCC2)O1 (stereo not drawn)
  A: -1	B: -4	C: -7	D: -2	E: 12	F: -5	G: 1	H: -12	I: 1

CCCCn1c(NCc2ccc3c(c2)OCO3)nc2ccccc21
  A: -7	B: 4	C: 3	D: .	E: -8	F: 0	G: .	H: 8	I: 8

COc1ccc(NS(=O)(=O)c2ccc(NC(=O)C(C)(C(F)(F)F)C(F)(F)F)cc2)nn1
  A: -3	B: 0	C: -4	D: -7	E: 0	F: 9	G: 3	H: -1	I: 2

O=c1[nH]c2ccc(Cl)cc2c(-c2ccccc2)c1SC(=S)N1CCOCC1
  A: -4	B: 2	C: 0	D: 6	E: -12	F: -15	G: 12	H: 12	I: 6

COc1cc(CC(=O)OCC(=O)c2ccc3c(c2)OCCO3)cc(OC)c1OC
  A: -3	B: -6	C: 2	D: -10	E: 1	F: -22	G: 8	H: -5	I: 6

Among those listed so far, 2 contain a furan ring, fused or not.
Codes – A = S1P2 agonist; B = EphB4 ephrin blk; C = FAK inh; D = PostGolgi yeast; E = LYP act; F = S1P2 antag; G = PostGolgi ctrl; H = LYP inh 2; I = HIV Rev-RRE inh
CCCc1oc(C(=O)O)cc1CN
  A: -2	B: -1	C: 0	D: -6	E: 6	F: 0	G: -10	H: -5	I: 5

O=C(CCSc1nc(-c2ccc3c(c2)OCO3)cc(C(F)(F)F)n1)NCc1ccco1
  A: -1	B: 2	C: 1	D: -1	E: -3	F: 23	G: 13	H: 3	I: 4

More records follow.
Codes – A = S1P2 agonist; B = EphB4 ephrin blk; C = FAK inh; D = PostGolgi yeast; E = LYP act; F = S1P2 antag; G = PostGolgi ctrl; H = LYP inh 2; I = HIV Rev-RRE inh
c1ccc(CN2CCN(c3ncnc4c3[nH]c3ccccc34)CC2)cc1
  A: -6	B: 0	C: 9	D: 4	E: -10	F: 78*	G: 20	H: 13	I: 10

O=C(Nc1ccc(F)cc1)c1ccc(S(=O)(=O)NCC2CCCO2)cc1 (stereo not drawn)
  A: -14	B: 13	C: 2	D: 5	E: 5	F: 7	G: 7	H: -7	I: 8

C(=N\Nc1ccc(-n2ccnc2)nn1)/c1ccccc1
  A: -6	B: 4	C: 3	D: -7	E: -4	F: 4	G: -5	H: 5	I: 9

CCNC(=O)N(C(=O)NCC)n1c(C)nnc1C
  A: -6	B: -6	C: 1	D: 3	E: 1	F: 11	G: 4	H: -3	I: 6

Cc1ccc(C)c(Nc2c([N+](=O)[O-])cc(C(=O)N3CC(=O)Nc4ccccc43)cc2[N+](=O)[O-])c1
  A: -9	B: 2	C: 7	D: -1	E: -13	F: 21	G: 5	H: 17	I: 0

c1ccc(C2NCCn3cccc32)cc1 (stereo not drawn)
  A: -7	B: -9	C: 3	D: 12	E: -4	F: -6	G: 0	H: 2	I: 9

CC(=O)Nc1ccc(S(=O)(=O)N2CCN(c3cccc(C)c3C)CC2)cc1
  A: -3	B: -11	C: -7	D: 2	E: 18	F: -11	G: 51*	H: -22	I: 8

O=C(c1ccco1)N1CCN(S(=O)(=O)c2cccs2)CC1
  A: -2	B: 0	C: -3	D: -42	E: -7	F: -11	G: -4	H: 7	I: 0

Cc1c(C(=O)N2CCN(c3ccccc3)CC2)sc2ncnc(N3CCN(c4ccccc4)CC3)c12
  A: 1	B: -4	C: -1	D: .	E: -2	F: -2	G: .	H: -5	I: -5

O=C(CSc1ncc(C(F)(F)F)cc1Cl)N1CCN(S(=O)(=O)c2ccc(Cl)cc2)CC1
  A: -3	B: -1	C: 2	D: -9	E: -3	F: 7	G: 16	H: 2	I: 6

The list continues.
structure	S1P2 agonist	EphB4 ephrin blk	FAK inh	PostGolgi yeast	LYP act	S1P2 antag	PostGolgi ctrl	LYP inh 2	HIV Rev-RRE inh
COc1ccc(C2C(C#N)=C(/N=C/N3CCN(C)CC3)OC3=C2C(=O)CC(C)(C)C3)cc1OC (stereo not drawn)	-4	-5	0	-1	-4	8	-1	4	3
CCOC(=O)c1c(N)sc2c1CCC(CC)C2 (stereo not drawn)	-7	-3	0	-2	-2	-10	10	3	-1
COc1ccc(-n2nc3ccccc3n2)cc1	-5	-5	1	0	0	7	5	1	-1
CCOC(=O)c1[nH]c(=O)[nH]c1CSc1nc(C)cc(C)n1	-7	-1	-1	-5	11	12	-11	-12	10
Cc1c(NS(=O)(=O)c2ccc3c(c2)OCCO3)cccc1-c1nc2cccnc2s1	-4	-3	-8	-1	-16	11	18	13	5
CC(C)Cc1[nH]c(=O)c(C#N)c2c1CCCC2	-7	3	-2	-10	0	12	7	2	6
CCCOC(=O)Nc1ccc(C(N)=O)cc1	-5	9	4	-4	-5	13	3	4	6
CCOC(=O)c1c(C)[nH]c(C)c1C(=O)CSc1nnc(-c2ccncc2)n1Cc1ccccc1	-2	-2	-1	8	5	-30	0	-3	5
COc1cc(S(=O)(=O)Nc2cccnc2)ccc1F	-10	5	-12	-4	2	8	3	-5	10
NC(=O)c1cc(-c2ccccc2)sc1NC(=O)Cc1ccc(S(=O)(=O)N2CCOCC2)s1	-6	3	0	7	14	-7	8	-10	13
CCOC(=O)c1c(NC(=O)CSc2nnc(-c3ccccc3)o2)sc(C(C)=O)c1C	-6	-2	0	4	-9	-21	10	11	10
CCOC(=O)c1nn(-c2ccccc2)c(=O)c(C#N)c1C	0	3	0	4	1	2	-1	1	4
Fc1ccc(N2CCN(c3nc(-c4ccco4)cc(C(F)(F)F)n3)CC2)cc1	-3	2	-5	1	10	12	4	-12	7
CONC(=O)c1cc(OCC(F)(F)F)ccc1OCC(F)(F)F	-3	1	-7	1	-3	6	4	6	0
Cc1oc2cc3c(C(=O)N4CCN(c5ccccc5)CC4)c(C)oc3cc2c1C(=O)N1CCN(c2ccccc2)CC1	-3	4	-4	.	-20	2	.	17	8
Cc1cccc2cc3c(NC(=O)c4ccccn4)nn(C)c3nc12	14	-1	0	-5	-5	-6	10	4	-3
O=C(NCc1ccccc1)c1cccc(COc2ccccc2Cl)c1	-5	7	-6	2	-2	-7	27	6	11
c1ccc(CCN2CCN(c3ncnc4c3cnn4-c3ccccc3)CC2)cc1	-4	2	0	-3	-1	5	12	-4	6
O=C(c1ccccc1)c1ccc(OCC(O)CN2CCCCC2)cc1 (stereo not drawn)	-1	-4	0	-2	9	0	-7	-7	-3
Cc1cc(C=O)c(C)n1-c1ccc(NC2CCCCC2)c([N+](=O)[O-])c1	0	-2	14	9	1	5	39*	-1	4
CCc1ccc(NC(=O)N(CCN2CCOCC2)C2CCN(C(C)=O)CC2)cc1	-1	6	-2	14	0	19	-5	-2	7
Cc1ccc2cc(CNC(C)(C)C)c(=O)[nH]c2c1	-2	-5	4	-9	4	-6	-4	-6	9
Cc1ccc(-c2ccnc3nc(Sc4ncc(C(F)(F)F)cc4Cl)nn23)cc1	-8	-9	5	-5	0	-3	36*	2	2
C/C(Cl)=C\CSc1nnc2n(N)c(=O)c3ccccc3n12	-7	-9	4	-8	-2	0	0	2	9
C/C(CC1CC(COCC(C)C)OC1=O)=N\Nc1nc(-c2ccccc2)cs1 (stereo not drawn)	-7	1	4	15	-3	18	1	5	7

Four entries out of the list, arranged by count of non-hydrogen atoms, descending:
structure	S1P2 agonist	EphB4 ephrin blk	FAK inh	PostGolgi yeast	LYP act	S1P2 antag	PostGolgi ctrl	LYP inh 2	HIV Rev-RRE inh
CCN(CC)S(=O)(=O)c1ccc(NC(=O)C(C)N(c2ccc(OC)cc2)S(C)(=O)=O)cc1 (stereo not drawn)	-3	1	-1	-5	-6	-6	10	3	12
COc1ccc(NS(=O)(=O)c2ccc(NC(=O)C(C)(C(F)(F)F)C(F)(F)F)cc2)nn1	-3	0	-4	-7	0	9	3	-1	2
CCOC(=O)c1c(NC(=O)CSc2nnc(-c3ccccc3)o2)sc(C(C)=O)c1C	-6	-2	0	4	-9	-21	10	11	10
CCOC(=O)c1c(N)sc2c1CCC(CC)C2 (stereo not drawn)	-7	-3	0	-2	-2	-10	10	3	-1

The list goes on:
structure	S1P2 agonist	EphB4 ephrin blk	FAK inh	PostGolgi yeast	LYP act	S1P2 antag	PostGolgi ctrl	LYP inh 2	HIV Rev-RRE inh
COC(=O)c1sccc1NC(=O)CSc1nnnn1-c1ccccc1C	-1	7	0	0	22	-7	14	-22	0
CCSc1nnc(NC(=O)c2ccc(C)o2)s1	-2	3	-4	1	1	20	9	-3	9
CCOC(=O)Nc1sc(C(=O)N(C)C)c(C)c1C(=O)OCC	-4	-7	-4	21	6	-20	9	-4	-2
COc1ccc(C2C(C#N)=C(C)NC3=C2C(=O)CC(C)(C)C3)c(OC)c1 (stereo not drawn)	-3	9	-1	2	-4	-17	6	0	7
COc1cc(-c2nc3c(c(C)nn3-c3ccccc3)c3cc(OC)c(OC)cc23)ccc1O	6	4	4	-4	0	-6	8	5	-2
COc1ccc(-c2noc(-c3ccc(Br)o3)n2)cc1OC	-1	-4	-5	-4	8	5	2	-8	3
C1CCC(c2nn3c(-c4n[nH]c5c4CCC5)nnc3s2)CC1	-4	-1	6	10	-6	-6	5	3	15
